# NALP3 yeast inh: NALP3 inflammasome inhibitors in reconstituted yeast, primary screen, luminescence, uHTS; AID 2825, 2010; Yeast reconstituted NLRP3/ASC/caspase-1, beta-gal luminescence, 24 h; inhibition, % at 10 µM; 0.39% of 330,000 active;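 active = inhibition of 50% or more; inactive = inhibition below 50%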;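 also: plate controls were induced DMSO wells for no effect and uninduced yeast grown without galactose for full effect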
# mIAP act: activators of mouse IAP, primary screen, biochemical, luminescence, uHTS; 0.24% of 330,000 active; muIAP, CDP-Star luminescence, 30 min; active compounds read high; 1 = vehicle-only enzyme signal, 0 = enzyme-free wells; AID 2805, 2010; activation factor at 10 µM;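 active = activation factor of at least 2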; also: the source names both 10 and 20 µM as test concentration; values of inactives mirror those of a sister screen read the other way
#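 System: mouse IAP enzyme. Reagent: CDP-Star chemiluminescent phosphatase substrate. Benchmarks: DMSO wells, no-enzyme wells. Times: 30 min enzyme-substrate-compound incubation at room temperature. Detection: luminescence from enzymatic CDP-Star hydrolysis. Doses: test compounds delivered from DMSO solution.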
# mIAP block: inhibitors of mouse IAP, primary screen, biochemical, luminescence, uHTS | intestinal alkaline phosphatase [Mus musculus] | purified mouse IAP, CDP-Star luminescence, 30 min | inhibition, % at 10 µM | 0.2% of 330,000 active;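 active = inhibition of at least 40% at 10 µM in the primary screen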;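 also: plate controls were DMSO with enzyme for no effect and no enzyme wells for full effect; values of inactives mirror those of a sister screen read the other way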
# APOBEC3G inh: APOBEC3G DNA deaminase inhibitors, primary screen, biochemical, fluorescence, single-stranded DNA substrate, uHTS; DNA dC->dU-editing enzyme APOBEC-3G (Homo sapiens), Q9HC16; recombinant A3G, ssDNA deamination FAM/TAMRA fluorescence; inhibition, % at 20 µM; 0.28% of 330,000 active; AID 493012, 2011;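 active = inhibition of at least 40% at 20 µM, with no more than 30% in the related APOBEC3A deaminase screen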;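 also: plate controls were DMSO wells with A3G for no effect and wells lacking A3G enzyme for full effect; some compounds called inactive have numbers as strong as hits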
# MIN6 prolif: inducers of MIN6 beta-cell proliferation, primary screen, ATP luminescence, uHTS | MIN6 cells proliferation, ATPlite luminescence, 48 h; cells starved in 0.2% serum; 100% = growth in 10% serum | proliferation, % at 10 µM | 0.29% of 330,000 active;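 active = compounds whose signal lies at least 3.5 SD above the mean of all wells on their plate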;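 also: 0% = DMSO-treated cells in low-serum medium and 100% = 10% serum control; some compounds called inactive have numbers as strong as hits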
# hIAP inh: human IAP inhibitors, primary screen, biochemical, luminescence, uHTS; inhibition, % at 10 µM; purified IAP, CDP-Star luminescence, 30 min; 0.12% of 330,000 active; Intestinal-type alkaline phosphatase (Homo sapiens), P09923;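 active = inhibition reaching a set limit with compound at 10 µM in the primary screen, cut at about 35% in these data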;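 also: plate controls were DMSO wells with enzyme for no effect and no-enzyme buffer wells for full effect; values of inactives mirror those of a sister screen read the other way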
# Target sequence (P09923 whole entry, looked up): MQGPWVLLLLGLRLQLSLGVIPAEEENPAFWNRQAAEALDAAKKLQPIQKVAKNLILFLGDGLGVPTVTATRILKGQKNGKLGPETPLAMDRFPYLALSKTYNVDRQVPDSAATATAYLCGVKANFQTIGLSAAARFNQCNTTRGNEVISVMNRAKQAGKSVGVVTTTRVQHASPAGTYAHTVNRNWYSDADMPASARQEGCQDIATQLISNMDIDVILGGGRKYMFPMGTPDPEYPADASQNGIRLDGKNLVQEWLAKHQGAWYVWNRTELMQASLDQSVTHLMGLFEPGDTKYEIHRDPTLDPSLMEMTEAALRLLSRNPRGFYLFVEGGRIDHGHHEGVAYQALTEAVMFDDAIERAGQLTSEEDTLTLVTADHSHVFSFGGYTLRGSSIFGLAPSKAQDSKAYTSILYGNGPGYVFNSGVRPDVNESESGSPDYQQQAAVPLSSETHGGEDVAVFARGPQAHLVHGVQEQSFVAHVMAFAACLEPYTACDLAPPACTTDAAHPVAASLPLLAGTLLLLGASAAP
# tim10-1 inh: growth inhibitors of tim10-1 mutant yeast, primary screen, luminescence, uHTS | inhibition, % at 20 µM | AID 463190, 2010 | S. cerevisiae tim10-1 ts strain growth, BacTiter-Glo, 24 h | 2.2% of 330,000 active;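 active = inhibition of at least 40%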;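 also: mutant grown at 25 °C; 0% = DMSO wells with yeast and 100% = wells holding no yeast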
# TIM10 inh: growth inhibitors of isogenic TIM10 control yeast, primary screen, counter-screen for tim10-1 yeast inhibitor project, luminescence, uHTS. S. cerevisiae TIM10 strain growth, BacTiter-Glo luminescence, 24 h. inhibition, % at 10 µM. 1.4% of 330,000 active. AID 463195, 2010;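 active = inhibition of 40% or more at the single tested concentration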;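 also: wild-type TIM10 isogenic control strain grown at permissive 25 °C; 0% = DMSO yeast wells and 100% = minimal medium wells without yeast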
# APOBEC3A inh: APOBEC3A ssDNA deaminase inhibitors, primary screen, selectivity assay for APOBEC3G inhibitor project, biochemical, FAM/TAMRA oligo cleavage fluorescence | 0.41% of 330,000 active | inhibition, % at 20 µM | recombinant A3A, FAM/TAMRA ssDNA deamination fluorescence | DNA dC->dU-editing enzyme APOBEC-3A (Homo sapiens), P31941 | AID 493011, 2011;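 active = at least 40% inhibition at 20 µM here, with at most 30% in a related deaminase screen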;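 also: plate controls were A3A with DMSO for no effect and wells lacking A3A enzyme for full effect; some results filed as inactive read as strong as hits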
# Target sequence (P31941 whole entry, looked up): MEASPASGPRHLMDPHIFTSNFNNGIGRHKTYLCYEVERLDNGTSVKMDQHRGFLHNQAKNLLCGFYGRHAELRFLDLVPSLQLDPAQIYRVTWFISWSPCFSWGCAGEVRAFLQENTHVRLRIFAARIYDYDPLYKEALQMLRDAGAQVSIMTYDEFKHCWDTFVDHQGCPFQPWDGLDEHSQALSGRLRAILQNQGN
# * = called active by the depositor.
SMILES,NALP3 yeast inh,mIAP act,mIAP block,APOBEC3G inh,MIN6 prolif,hIAP inh,tim10-1 inh,TIM10 inh,APOBEC3A inh
COCCNC(=O)COc1ncnc2ccc(Br)cc12,2,0.94,6,-8,-1,3,1,-1,-6
CC(C)(C)CNC(CO)C12CC3CC(CC(C3)C1)C2 (stereo not given),4,0.97,3,-4,-2,24,-3,3,0
CC1CCN(CC(=O)NC(=O)NCc2ccccc2)CC1,12,1.1,-6,-2,0,4,-14,-12,-2
COc1cccc(C(=O)Nc2nnc(-c3cccs3)o2)c1,-9,0.92,8,-6,-4,10,12,1,-7
CCN(CC)S(=O)(=O)c1ccc(OC)c(NC(=O)C(Cc2ccccc2)N2C(=O)c3ccccc3C2=O)c1 (stereo not given),23,0.95,5,-5,0,-7,9,16,-1
CN(C)c1ccc(C=NCCc2ccc(S(N)(=O)=O)cc2)cc1,16,0.89,12,-4,3,4,-15,9,-4
O=C(Nc1ccccc1)OCN1C(=O)c2ccccc2C1=O,20,1.1,-9,-4,-4,-11,14,-6,2
Fc1cc2[nH]cnc2cc1Cl,-13,0.89,11,-2,-2,8,-10,-2,-1
COc1ccc(S(=O)(=O)NC(CC(=O)NCCc2ccccc2)c2ccco2)cc1 (stereo not given),8,1.1,-10,-5,-1,-7,3,-2,-2
C/C(CC(=O)NC1CCCC1)=N\NC(=O)Cc1csc(N)n1,5,0.92,8,3,0,-15,9,7,2
Cc1cc(C(=O)Nc2c(F)cc(F)cc2Br)cs1,19,1.1,-8,-8,1,-3,24,8,-4
CCn1nc(C)c(/C=C/C(=O)Nc2ccc(C)cc2C)c1C,-9,1,-2,-11,4,8,29,-5,-8
COc1cc(-c2nc(-c3cccc(C)c3)no2)cc(OC)c1OC,-7,0.97,3,3,-3,-11,39,30,1
CCN(Cc1ccccc1)C(c1ccccn1)c1nnnn1C(C)(C)CC (stereo not given),14,0.97,3,-4,2,-15,42*,52*,-2
CCCCC(=O)N1CCN(c2nc3ccc(Cl)cc3s2)CC1,26,1,-2,1,-4,-12,-7,6,3
COc1ccc(CNc2nc(-c3cccnc3)nn2C(C)=O)cc1,15,1,-1,-5,-1,-8,1,-8,4
NC(=O)c1cc([N+](=O)[O-])ccc1N1CCN(Cc2ccccc2)CC1,12,1.1,-11,-4,-1,-21,-3,3,0
COc1ccc(C(CNC(=O)C2CC(=O)N(Cc3ccc(C)cc3)C2)N(C)C)cc1 (stereo not given),7,1,-4,-8,1,0,15,7,-1
CCc1ccc(NC(=O)COc2coc(CN3CCc4ccccc4C3)cc2=O)cc1,26,0.99,1,-12,-2,-16,31,26,-5
CN(c1ccc(OC(=O)CC2OC(=O)c3ccccc32)cc1)S(=O)(=O)c1ccccc1 (stereo not given),9,1.1,-8,-9,-4,-12,26,7,1
c1cncc(C(c2nnnn2C2CCCCC2)N2CCCCC2)c1 (stereo not given),7,1.1,-12,-4,-2,-3,36,0,-2
O=C(CN(C(=O)c1csnn1)c1ccccc1C(F)(F)F)NC1CCCCC1,18,0.99,1,-3,2,-8,5,-13,-4
Cn1cccc1C(=O)OCC(=O)NCCc1ccccc1,3,0.98,2,-4,-2,8,-4,1,-1
COc1ccc(CNC(=O)CCCCCNc2nc(=S)[nH]c3ccccc23)cc1,2,0.94,6,-2,0,-10,23,-1,1
COc1ccc2c(c1)C(=O)[C@@H](O)[C@H](c1ccc(OC)c(Br)c1)O2,35,1,-4,-10,-3,-16,27,23,-7
# Further compounds follow.
SMILES,NALP3 yeast inh,mIAP act,mIAP block,APOBEC3G inh,MIN6 prolif,hIAP inh,tim10-1 inh,TIM10 inh,APOBEC3A inh
Cc1c(C)n2c(SCC(=O)N3CCC(C)CC3)nnc2[nH]c1=O,4,1,-2,-11,3,8,7,-6,-1
CCN(CC)S(=O)(=O)c1ccc(/C=C/C(=O)Nc2c(C)n(C)n(-c3ccccc3)c2=O)cc1,8,1,-3,-1,-2,0,17,6,3
c1ccn2cc(CSC3=NCCS3)nc2c1,15,0.91,9,-5,-1,-5,-20,-4,-3
CCOC(=O)c1cnn(-c2cc(C)c3ccccc3n2)c1N,20,0.99,1,-5,0,-1,-5,11,2
O=S(=O)(c1ccc(F)cc1)N1CCN(c2nc(-c3cccnc3)nc3ccccc23)CC1,19,0.82,18,-6,-6,-3,8,20,-1
CCC(=O)N1CCc2cc(S(=O)(=O)CCC(=O)Nc3cccc(F)c3)ccc21,17,1,-2,3,8.9*,3,19,-7,2
COC(=O)CCS(=O)(=O)c1nc(-c2ccccc2)cc(C(F)(F)F)n1,31,0.97,3,-3,-5,3,20,45*,-2
Cc1sc2ncnc(NCC3CCCO3)c2c1C (stereo not given),10,0.94,6,-3,2,9,2,-12,-3
CC12CC(c3ccccc3O1)N(C(=O)c1ccco1)C(=O)N2c1ccccc1 (stereo not given),26,0.95,5,-6,-2,-7,27,-2,-6
COc1ccccc1-n1nnnc1SCC(=O)NC(=O)Cc1ccccc1,10,0.97,3,-2,0,4,0,1,3
Cc1cc(N2C(=O)[C@@H]3[C@H](C2=O)[C@@H]2C[C@H]3C(Br)C2Br)no1 (stereo not given in full),7,1,0,-6,2,-4,0,7,-4
NC(=O)C1(N2CCCCC2)CCN(C(=S)NC2CCCC2)CC1,4,1.1,-8,-2,2,-8,1,-9,-2
CCOC(=O)CSc1nnc(-c2cccnc2)n1Cc1ccccc1,5,1,-4,-3,-3,-20,11,1,-6
O=C(c1ccc(-c2ccc(Cl)cc2Cl)o1)N1CCOCC1,6,1,-1,-1,-1,-4,5,1,0
CCOC(=O)N1CCC(NC(=O)c2cccc3c2C(=O)N(c2ccc(OC)cc2)C3)CC1,6,0.95,5,13,3,-8,22,14,18
COc1cccc(CNc2nc(C(F)(F)F)nc3ccccc23)c1,16,0.92,8,-8,-6,3,39,44*,-2
COC(=O)Cn1c(=O)c2c(nc(Br)n2CC(=O)OC)n(C)c1=O,-6,1.1,-7,-1,0,13,4,-6,4
CCCN1CNC(=S)N(c2cccc(C)c2)C1,8,1,-3,-3,2,-36,7,4,-5
Cc1cc(C)c(S(=O)(=O)N(C)CC(=O)NCC2CCCO2)c(C)c1 (stereo not given),10,1.1,-10,-14,-2,-10,-6,-19,-3
CC1CCCC(NC(=O)COC(=O)c2ccc([N+](=O)[O-])o2)C1C (stereo not given),7,1,-2,14,0,-2,-52,-4,3
CC(=O)c1c(C)[nH]c(C(=O)NNC(=O)c2ccc(C)cc2)c1C,-4,0.76,24,-1,0,-10,-18,12,2
COc1ccc(C2=NN(C(=O)CCC(=O)O)C(c3ccc(Br)cc3)C2)cc1 (stereo not given),10,1.1,-8,-6,-2,14,-13,44*,-7
CNC(=S)N1N=C(c2ccc(C)cc2)CC1c1ccc(Cl)cc1 (stereo not given),11,0.99,1,-2,-5,-4,27,18,-2
Cc1ccc(C(=O)NNC(=O)CSc2nnc(C(C)C)n2C)cc1,2,1,-4,2,0,-15,1,-8,-5
N#C/C(=C\c1ccc(N2CCCCC2)o1)C(=O)Nc1cccc(Br)c1,26,0.71,29,-74,3,11,13,30,-33
O=C(/C=C/c1ccc2c(c1)OCO2)NCCSCc1cccc(Cl)c1,16,0.97,3,-4,-3,4,14,27,-1

# Arranged by SMILES length (descending): some entries from above
SMILES,NALP3 yeast inh,mIAP act,mIAP block,APOBEC3G inh,MIN6 prolif,hIAP inh,tim10-1 inh,TIM10 inh,APOBEC3A inh
CCN(CC)S(=O)(=O)c1ccc(/C=C/C(=O)Nc2c(C)n(C)n(-c3ccccc3)c2=O)cc1,8,1,-3,-1,-2,0,17,6,3
Cc1cc(N2C(=O)[C@@H]3[C@H](C2=O)[C@@H]2C[C@H]3C(Br)C2Br)no1 (stereo not given in full),7,1,0,-6,2,-4,0,7,-4
CCOC(=O)N1CCC(NC(=O)c2cccc3c2C(=O)N(c2ccc(OC)cc2)C3)CC1,6,0.95,5,13,3,-8,22,14,18
CCC(=O)N1CCc2cc(S(=O)(=O)CCC(=O)Nc3cccc(F)c3)ccc21,17,1,-2,3,8.9*,3,19,-7,2
COc1ccc(C2=NN(C(=O)CCC(=O)O)C(c3ccc(Br)cc3)C2)cc1 (stereo not given),10,1.1,-8,-6,-2,14,-13,44*,-7
COC(=O)CCS(=O)(=O)c1nc(-c2ccccc2)cc(C(F)(F)F)n1,31,0.97,3,-3,-5,3,20,45*,-2
CC1CCCC(NC(=O)COC(=O)c2ccc([N+](=O)[O-])o2)C1C (stereo not given),7,1,-2,14,0,-2,-52,-4,3
Cc1cc(C)c(S(=O)(=O)N(C)CC(=O)NCC2CCCO2)c(C)c1 (stereo not given),10,1.1,-10,-14,-2,-10,-6,-19,-3
COC(=O)Cn1c(=O)c2c(nc(Br)n2CC(=O)OC)n(C)c1=O,-6,1.1,-7,-1,0,13,4,-6,4
Cc1c(C)n2c(SCC(=O)N3CCC(C)CC3)nnc2[nH]c1=O,4,1,-2,-11,3,8,7,-6,-1
Cc1ccc(C(=O)NNC(=O)CSc2nnc(C(C)C)n2C)cc1,2,1,-4,2,0,-15,1,-8,-5
COc1cccc(CNc2nc(C(F)(F)F)nc3ccccc23)c1,16,0.92,8,-8,-6,3,39,44*,-2
CCOC(=O)c1cnn(-c2cc(C)c3ccccc3n2)c1N,20,0.99,1,-5,0,-1,-5,11,2
CCCN1CNC(=S)N(c2cccc(C)c2)C1,8,1,-3,-3,2,-36,7,4,-5

# For convenience, some entries already given.
SMILES,NALP3 yeast inh,mIAP act,mIAP block,APOBEC3G inh,MIN6 prolif,hIAP inh,tim10-1 inh,TIM10 inh,APOBEC3A inh
CCc1ccc(NC(=O)COc2coc(CN3CCc4ccccc4C3)cc2=O)cc1,26,0.99,1,-12,-2,-16,31,26,-5
CN(c1ccc(OC(=O)CC2OC(=O)c3ccccc32)cc1)S(=O)(=O)c1ccccc1 (stereo not given),9,1.1,-8,-9,-4,-12,26,7,1
c1cncc(C(c2nnnn2C2CCCCC2)N2CCCCC2)c1 (stereo not given),7,1.1,-12,-4,-2,-3,36,0,-2

# Assay outcomes (PubChem BioAssay)
